# Rac1 GTP hydrolysis: MgcRacGAP GTPase-activating activity inhibitors, confirmation, biochemical, ADP Hunter fluorescence; MgcRacGAP-stimulated Rac1 GTP hydrolysis, ADP Hunter fluorescence; higher % means a stronger effect; GST-tagged Rac1 F28L mutant substrate; 0.6% of 340,000 active; inhibition, % at 30 µM; hits with a dose series show IC50 in µM; AID 624330;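 active = first-screen hits whose inhibition reached a set limit at any dose in the follow-up dose series; inconclusive = inhibition above the set first-screen limit but never retested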;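 note: fluorescence reports GDP produced by GAP-driven GTP hydrolysis; strong numbers were not always called active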
# West Nile virus CPE: inhibition of WNV-induced cytopathic effect – cell-based, CPE readout (AID 1621) | West Nile virus-infected cells, CPE inhibition; higher % means a stronger effect | one-dose CPE inhibition, % at 10 µM; IC50 in µM for titrated hits | 0.02% of 290,000 active; in the data active = a potency from the dose series; inconclusive = CPE inhibition mostly from about 3.7% at the one dose, without a potency; inactive = the rest, 99 in 100 with CPE inhibition below about 2.2%; note: strong numbers were not always called active
# AID2073: disruptors of CaV2.2 binding to Mint1 – biochemical, HTRF (AID 2073); 0.19% of 290,000 active; HTRF protein-protein interaction, Mint1-CaV2.2; higher % means a stronger effect; one-dose inhibition, % at 20 µM; IC50 in µM for titrated hits; in the data active = inhibition mostly above about 51%, no sharp cut-off; inconclusive = no clear call, values can overlap the other calls; inactive = mostly below about 53%; note: some results filed as inactive read as strong as hits
# UTI89 phage lysis: protection from phage-mediated lysis, alamar blue read-out – E. coli UTI89, K1F phage, bacterial capsule biogenesis inhibitors (AID 488966). E. coli UTI89 K1F phage lysis, alamar blue, 2 h; higher % means a stronger effect. one-dose inhibition, % at 100 µM; IC50 in µM for titrated hits. 0.02% of 340,000 active;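 active = phage lysis inhibition, versus mean bacterial control, above a set limit; inconclusive = no clear call, values can overlap the other calls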;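 note: capsule biogenesis inhibitors block K1F phage lysis so surviving cells raise fluorescence; higher fluorescence means more inhibition of phage lysis; actives were called in the ten point dose series up to 300 µM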
# SIAH1 antagonists: blockers of Siah-1 interaction with plectin peptide – biochemical, fluorescence polarization, rhodamine-plectin, uHTS, primary screen (AID 1817) | Siah-1 / rhodamine-plectin peptide fluorescence polarization; higher % means a stronger effect | displacement, % at 20 µM, or IC50 in µM where a hit was titrated | 0.02% of 290,000 active;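 active = displacement of at least 50% at 20 µM, with a fluorescence ratio check between 0.3 and a set limit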;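 note: plate controls were Siah plus tracer with DMSO for no effect and tracer alone without Siah for full effect; strong numbers were not always called active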
# NS5 inhibitors: Dengue-2 NS5 methyltransferase inhibitors, primary screen, biochemical, confirmation dose response (AID 588689). 0.3% of 340,000 active. Dengue-2 NS5 methyltransferase capping enzyme assay, biochemical; higher % means a stronger effect. inhibition, % at 25 µM, or IC50 in µM where a hit was titrated; in the data active = a potency from the dose series; inconclusive = inhibition above about 29% without an active follow-up result
# SV40 large T antigen: TAg ATPase/helicase activity blockers – biochemical (AID 1903) | 0.39% of 310,000 active | SV40 large T antigen ATPase/helicase inhibition assay; higher % means a stronger effect | inhibition, % at 20 µM, or IC50 in µM where a hit was titrated; in the data active = a potency from the dose series; inconclusive = inhibition mostly from about 32% at the one dose, without a potency; inactive = the rest, 99 in 100 with inhibition below about 32%; note: strong numbers were not always called active
# NTR1 agonist: agonists of NTR1, primary screen, imaging, U2OS cells, beta-arrestin-GFP, high content (AID 493036); NTR1-U2OS beta-arrestin-GFP spot imaging, agonist mode; activation, % at 20 µM; 0.17% of 330,000 active;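 active = activation at or above 40% of the spot to cytoplasm intensity ratio, with at least 20 cells analyzed; inconclusive = wells under 20 cells, flagged as cytotoxic or low count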;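 note: 0% = DMSO without peptide and 100% = 100 nM NTR1 peptide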
# Target sequence (P30989 whole entry, looked up): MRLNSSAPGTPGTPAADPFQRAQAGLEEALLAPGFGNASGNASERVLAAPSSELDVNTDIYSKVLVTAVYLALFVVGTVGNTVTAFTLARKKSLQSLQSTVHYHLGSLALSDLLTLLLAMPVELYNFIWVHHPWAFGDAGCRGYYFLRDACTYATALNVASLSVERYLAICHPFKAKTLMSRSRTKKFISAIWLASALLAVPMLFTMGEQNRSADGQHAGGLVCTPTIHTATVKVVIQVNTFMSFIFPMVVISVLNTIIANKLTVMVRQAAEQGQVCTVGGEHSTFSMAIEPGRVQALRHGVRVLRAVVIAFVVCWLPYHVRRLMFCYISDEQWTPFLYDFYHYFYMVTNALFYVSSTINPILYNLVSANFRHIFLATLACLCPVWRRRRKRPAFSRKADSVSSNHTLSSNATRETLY
# RSV antiviral HEp-2: RSV antiviral activity via CPE protection, HEp-2 cells, primary 10 µM value included (AID 2391); HEp-2 cells, RSV-induced CPE inhibition; higher % means a stronger effect; one-dose CPE inhibition, % at 10 µM; IC50 in µM for titrated hits; 0.13% of 310,000 active; in the data active = a potency from the dose series; inconclusive = CPE inhibition mostly from about 23% at the one dose, without a potency; inactive = the rest, 99 in 100 with CPE inhibition below about 21%; note: strong numbers were not always called active
# NTR1 agonist cell count 20 µM: further read-out of NTR1 agonist, marked with its call; cell count; measured here: cell count, cytotoxicity flag
# Active calls of the source: *; i = inactive; ? = inconclusive; / = not tested or not shown; [ ] = another dose, or the depositor's remark. The list is partial (hit frequency here may not be typical).
SMILES,Rac1 GTP hydrolysis,West Nile virus CPE,AID2073,UTI89 phage lysis,SIAH1 antagonists,NS5 inhibitors,SV40 large T antigen,NTR1 agonist,NTR1 agonist cell count 20 µM,RSV antiviral HEp-2
O=CNc1ccc(OP(=O)(Oc2ccccc2)Oc2ccccc2)cc1,5%,-1.0%,6%,-0.8%,4%,-5%,5%,0.5,35,3.4%
COc1ccc(N=Cc2c(O)n(-c3ccc(C)cc3)c(=O)[nH]c2=O)cc1,/,0.2%,33%,/,2%,/,2%,0.0,37,-1.8%
C(=NC12CN3CN(CN(C3)C1)C2)c1cccnc1,5%,1.5%,14%,0.3%,-2%,-2%,0%,-1.9,109,0.3%
CC(C)(C)C(=O)O[C@H]1CC[C@@]2(C)C(=CC(=O)C3C2CC[C@]2(C)C(=O)[C@@H](F)CC32)C1 (stereo not given in full),0%,/,/,-0.2%,/,1%,/,18,45,/
COc1ccc(-n2c(O)c(C(C)=NC3CC3)c(=O)[nH]c2=O)cc1,12%,0.0%,4%,0.4%,-2%,-1%,11%,-0.6,41,-0.7%
CCOC(=O)c1c(NC(=O)C(c2ccccc2)c2ccccc2)sc2c1C1CCN2CC1,6%,-1.0%,6%,1.2%,-2%,-5%,5%,3.9,66,21%
c1ccc(OCC2CO2)cc1 (stereo not given),5%,/,/,-0.6%,/,-11%,/,-1.2,65,0.7%
O=c1[nH]c(O)c(C=Nc2ccccc2[N+](=O)[O-])c(=O)[nH]1,/,-0.1%,-6%,/,-3%,/,-4%,2.0,36,-0.3%
COc1ccc(CN2C(=O)NC(=O)/C(=C\c3ccc(OC)c(OC)c3OC)C2=O)cc1,24%,0.1%,15%,2.0%,0%,10%,30%,0.9,48,-1.0%
CCCCCn1cc(C(=O)C(=O)N2CCOCC2)c2ccccc21,4%,-1.1%,14%,0.3%,-2%,6%,-5%,-0.4,74,-0.4%
O=C1C2CCCN2C(c2ccccc2)N1c1ccccn1 (stereo not given),5%,0.0%,28%,0.5%,3%,3%,0%,-1.0,77,2.6%
COC(=O)Cn1cc(C(=O)c2ccccc2F)c2ccccc21,7%,0.3%,1%,-0.3%,10%,3%,12%,1.4,52,1.2%
O=C1NC(=O)C2(Cc3ccccc3N3CCCC32)C(=O)N1c1ccccc1 (stereo not given),9%,-0.2%,1%,0.1%,0%,0%,18%,-0.6,83,1.1%
CCOc1ccc(N2C(=O)NC(=O)/C(=C\c3cc(OC)c(OC)cc3[N+](=O)[O-])C2=O)cc1,18%,0.4%,7%,-0.6%,-5%,28µM*,35%,0.1,66,0.8%
O=C1NC(=O)C(CCc2ccncc2)(CCc2ccncc2)C(=O)N1C1CCCCC1,5%,-1.6%,-5%,0.0%,-4%,-6%,4%,0.8,37,0.8%
CNC(=S)N/N=C1\C2CN3CCN(C2)CC1(c1ccccc1)C3,1%,0.2%,-8%,2.5%,-4%,-5%,10%,0.9,63,1.8%
Cc1cc(C)n(-c2ccc(NN=C(C#N)C#N)cc2)n1,15%,-0.6%,-8%,i,1%,8%,2%,7.2,47,-1.4%
CCN(CC)C(=O)N[C@H]1C[C@@H]2c3cccc4[nH]cc(c34)C[C@H]2N(C)C1,3%,0.0%,-1%,2.1%,5%,-4%,13%,-1.5,47,0.6%
COP(=O)(NC(=O)C(Cl)(Cl)Cl)OC,6%,0.3%,0%,0.5%,-1%,-13%,7%,0.8,41,1.2%
CC(Cc1ccccc1)N1Cc2ccccc2C1 (stereo not given),11%,-0.5%,?,0.1%,8%,-1%,11%,-0.4,96,-2.1%
Cc1nc2ccc(N3CCN(C)CC3)cc2nc1C,1%,0.4%,?,5.4%,5%,-1%,-5%,-2.5,59,1.2%
Fc1ccccc1CCNCc1cccc(Cl)c1Cl,9%,-0.6%,13%,0.3%,6%,-4%,5%,0.4,63,-0.4%
COc1ccc(CNCCc2ccc3c(c2)OCO3)cc1Br,22%,-0.4%,3%,0.0%,0%,0%,10%,0.2,73,2.0%
C=C1[C@H]2C[C@H]3[C@H]4N5C[C@]6(C)CCC[C@]47[C@H]([C@H]2O)[C@]3(C[C@]5(O)[C@H]67)[C@@H]1O,4%,-0.2%,/,6.5%,/,-3%,6%,2.8,89,1.7%
CC(C)(C)C(=O)OCC12CCC(O1)C1(C)C(=O)OCC21 (stereo not given),4%,0.2%,2%,2.8%,8%,-1%,1%,0.5,48,0.0%
Cn1c(O)c(C=NCCN2CCN(C(=O)Nc3ccccc3)CC2)c(=O)n(C)c1=O,/,-0.3%,25%,/,11%,/,7%,-0.4,49,0.2%
Cc1ccc(C(O)(c2ccc(C)c(C)c2)C2CN3CCC2CC3)cc1C (stereo not given),/,-0.9%,2%,0.4%,0%,-1%,12%,8.2,69,1.9%
Nc1ccncc1,2%,-0.2%,6%,2.8%,15%,-4%,11%,2.9,72,-1.3%
COc1cc(/C=C/c2nc3ccccc3c(=O)n2-c2ccc(O)cc2)ccc1O,?,-0.3%,28%,-1.2%[50 µM],2%,-38%,32%,6.6,75,8.2%
COc1ccc(C(=O)C2CCCN(C3CSCCSC3)C2)cc1OC (stereo not given),13%,0.3%,?,0.5%,6%,1%,2%,0.8,45,-2.5%
O=C1C=C2C=C[C@H]3C[C@]2(O1)[C@@H]1CCCCN13,8%,?,-2%,0.3%,1%,0%,17%,-0.8,94,2.5%
CCOC(=O)C1SC2(C(F)F)CC1(O)c1c(c(OC)c3occc3c1OC)O2 (stereo not given),1%,0.1%,22%,-0.4%[50 µM],1%,-4%,4%,0.5,59,1.4%
CCOC(=O)c1c(N)n(Cc2ccccc2)c2nc3ccccc3nc12,-1%,0.3%,20%,0.3%,-5%,-8%,3%,5.1,46,3.5%
O=C1Nc2ccccc2/C1=C/c1nc2ccccc2c(=O)n1-c1ccc(O)cc1,4%,1.4%,16%,0.3%,-4%,-10%,7%,14,55,7.3%
COc1ccc2c(CN3CC=C(c4ccccc4)CC3)cc(=O)oc2c1,-6%,0.9%,21%,-0.3%,8%,-7%,-1%,-1.6,50,1.2%
O=C(Nc1ccc(F)cc1)OC1CN2CCC1CC2 (stereo not given),6%,0.0%,-4%,1.1%,0%,-2%,15%,0.5,50,-0.7%
COC(=O)C1=C(c2ccc(OC(F)(F)F)cc2)C[C@@H]2CC[C@H]1N2C(=O)NCCc1ccccc1,-6%,/,/,-1.0%,/,6%,/,3.5,75,2.9%
O=C1Nc2ccccc2C1Cc1nc2ccccc2c(=O)n1-c1ccccc1 (stereo not given),8%,1.5%,-2%,0.4%,-1%,-16%,15%,5.6,72,-0.4%
COCc1cc(OC(=O)N(C)C)nc(-c2ccc(C)c(Cl)c2)n1,6%,-0.5%,3%,0.3%,0%,-4%,4%,0.3,48,1.4%
CN1[C@@H]2CC[C@H]1CC(OC1c3ccccc3CCc3ccccc31)C2 (stereo not given in full),8%,/,/,?,/,-1%,7%,8.6,51,-2.8%
COC(=O)C1=C(c2ccc(OC(F)(F)F)cc2)C[C@@H]2CC[C@H]1N2C(=O)NCCOc1ccccc1,3%,/,/,0.2%,/,4%,/,1.0,52,-1.4%
CC(=O)Nc1ccccc1C(=O)OCC(=O)c1ccccc1Cl,-5%,0.6%,-3%,0.1%,20%,-14%,0%,1.7,47,0.8%
COc1ccc(C(O)CNC(C)C)c(F)c1OC (stereo not given),11%,-0.1%,/,-0.7%,/,-9%,12%,0.4,51,1.7%
CCOC(=O)C1CCN(/C=C2/C(=O)NC(=S)N(c3ccccc3F)C2=O)CC1,11%,0.2%,-6%,0.2%,-1%,-14%,7%,-0.3,90,2.9%
CCOP(=S)(OCC)SCCSCC,4%,/,/,-1.1%,/,1%,/,3.5,41,1.0%
Fc1ccccc1CNCCc1ccc2c(c1)OCO2,18%,-1.0%,-4%,0.6%,14%,/,9%,-0.7,51,0.7%

# At a glance, ten of the compounds above:
SMILES,Rac1 GTP hydrolysis,West Nile virus CPE,AID2073,UTI89 phage lysis,SIAH1 antagonists,NS5 inhibitors,SV40 large T antigen,NTR1 agonist,NTR1 agonist cell count 20 µM,RSV antiviral HEp-2
O=C1Nc2ccccc2/C1=C/c1nc2ccccc2c(=O)n1-c1ccc(O)cc1,4%,1.4%,16%,0.3%,-4%,-10%,7%,14,55,7.3%
COc1ccc2c(CN3CC=C(c4ccccc4)CC3)cc(=O)oc2c1,-6%,0.9%,21%,-0.3%,8%,-7%,-1%,-1.6,50,1.2%
O=C(Nc1ccc(F)cc1)OC1CN2CCC1CC2 (stereo not given),6%,0.0%,-4%,1.1%,0%,-2%,15%,0.5,50,-0.7%
COC(=O)C1=C(c2ccc(OC(F)(F)F)cc2)C[C@@H]2CC[C@H]1N2C(=O)NCCc1ccccc1,-6%,/,/,-1.0%,/,6%,/,3.5,75,2.9%
O=C1Nc2ccccc2C1Cc1nc2ccccc2c(=O)n1-c1ccccc1 (stereo not given),8%,1.5%,-2%,0.4%,-1%,-16%,15%,5.6,72,-0.4%
COCc1cc(OC(=O)N(C)C)nc(-c2ccc(C)c(Cl)c2)n1,6%,-0.5%,3%,0.3%,0%,-4%,4%,0.3,48,1.4%
CN1[C@@H]2CC[C@H]1CC(OC1c3ccccc3CCc3ccccc31)C2 (stereo not given in full),8%,/,/,?,/,-1%,7%,8.6,51,-2.8%
COC(=O)C1=C(c2ccc(OC(F)(F)F)cc2)C[C@@H]2CC[C@H]1N2C(=O)NCCOc1ccccc1,3%,/,/,0.2%,/,4%,/,1.0,52,-1.4%
CC(=O)Nc1ccccc1C(=O)OCC(=O)c1ccccc1Cl,-5%,0.6%,-3%,0.1%,20%,-14%,0%,1.7,47,0.8%
COc1ccc(C(O)CNC(C)C)c(F)c1OC (stereo not given),11%,-0.1%,/,-0.7%,/,-9%,12%,0.4,51,1.7%

# Source: PubChem
